# Bim-Bcl-XL: inhibitors of Bim-Bcl-XL interaction, human; Q07817; Bim peptide-Bcl-XL binding, bead flow cytometry, fluorescence; inhibition, % at 10 µM; actives 0.04% (n = 190,000)
# Bim-Bcl-B: disrupts Bim peptide binding to human Bcl-B; Q9HD36; bead-based flow cytometry; inhibition, % at 10 µM; actives 0.073% (n = 190,000); AID 951;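 note: 0% = tracer peptide without compound and 100% = reference inhibitor peptide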
# Target sequence (Q9HD36 whole entry, looked up): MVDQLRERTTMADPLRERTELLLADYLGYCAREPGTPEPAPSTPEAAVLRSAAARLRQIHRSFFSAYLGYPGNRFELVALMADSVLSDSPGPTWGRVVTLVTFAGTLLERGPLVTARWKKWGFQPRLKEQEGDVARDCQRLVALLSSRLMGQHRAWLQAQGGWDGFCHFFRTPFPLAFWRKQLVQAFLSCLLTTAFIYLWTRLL
# RGS7-Gao reg: modulates binding of RGS7 to human Galphao. Multiplexed bead flow cytometry; actives lie on both sides. binding response (% of control), % at 10 µM. actives 0.35% (n = 220,000). P09471; in the data active = binding response below about 49% or above about 150%; inconclusive = no clear call, values can overlap the other calls; inactive = in between;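 note: fluorescent Galphao held in activated GDP-AlF4 state binding bead-coupled RGS7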
# Target sequence (P09471 whole entry, looked up): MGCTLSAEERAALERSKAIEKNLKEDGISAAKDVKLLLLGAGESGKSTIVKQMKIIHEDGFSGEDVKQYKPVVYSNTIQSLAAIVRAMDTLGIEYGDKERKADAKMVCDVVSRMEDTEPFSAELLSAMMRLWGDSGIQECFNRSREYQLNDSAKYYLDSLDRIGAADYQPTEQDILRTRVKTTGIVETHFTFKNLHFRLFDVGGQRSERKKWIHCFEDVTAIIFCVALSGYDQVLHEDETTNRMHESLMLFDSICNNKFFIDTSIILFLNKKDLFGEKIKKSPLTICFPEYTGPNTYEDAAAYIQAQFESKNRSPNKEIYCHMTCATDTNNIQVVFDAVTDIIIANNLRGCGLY
# Bim-Bcl-W: disrupts Bim peptide binding to human Bcl-W; Q92843; bead-based flow cytometry; inhibition, % at 10 µM; actives 0.02% (n = 190,000); AID 952;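 note: 0% = bound tracer without compound and 100% = peptide blocker; higher means less fluorescent Bim peptide bound to Bcl-W beads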
# Target sequence (Q92843 whole entry, looked up): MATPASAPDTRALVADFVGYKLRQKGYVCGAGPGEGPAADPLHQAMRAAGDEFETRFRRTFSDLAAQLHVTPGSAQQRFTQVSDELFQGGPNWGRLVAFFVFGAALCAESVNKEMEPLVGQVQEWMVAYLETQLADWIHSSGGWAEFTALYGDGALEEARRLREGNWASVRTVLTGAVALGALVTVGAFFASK
# RGS8-Gao reg: modulates binding of RGS8 to human Galphao. multiplexed bead flow cytometry; actives lie on both sides. response (percent of control binding), % at 10 µM. actives 0.34% (n = 220,000). AID 1423; in the data active = response below about 60% or above about 140%; inactive = in between;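 note: Galphao activated as the GDP aluminium fluoride complex binding bead-coupled RGS8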
# ABCB1 inh: inhibitors of human ABCB1 transporter, ABCG2 counter-screen | P08183 | CCRF-Adr cells, JC-1 efflux, flow cytometry | inhibition, % at 6.6 µM | actives 0.067% (n = 190,000) | AID 1326; in the data active = inhibition above about 40%;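 note: 0% = vehicle and 100% = reference inhibitor; higher value means more JC-1 retained so stronger ABCB1 efflux block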
# Bfl-1 Bim block: human Bim-Bfl-1 interaction inhibition; Q16548; Bead-based flow cytometry, Bim-Bfl-1 binding inhibition; inhibition, % at 10 µM; actives 0.12% (n = 190,000); AID 1008;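 note: 0% = wells without compound plus tracer and 100% = blocker peptide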
# Bim-Bcl-2: disrupts Bim peptide binding to human Bcl-2 | P10415 | Bead-based flow cytometry, Bim peptide-Bcl-2 binding | inhibition, % at 10 µM | actives 0.06% (n = 190,000) | AID 950; in the data active = inhibition above about 40%; inconclusive = no clear call, values can overlap the other calls;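 note: 0% = no compound wells with probe peptide and 100% = reference peptide inhibitor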
# Target sequence (P10415 whole entry, looked up): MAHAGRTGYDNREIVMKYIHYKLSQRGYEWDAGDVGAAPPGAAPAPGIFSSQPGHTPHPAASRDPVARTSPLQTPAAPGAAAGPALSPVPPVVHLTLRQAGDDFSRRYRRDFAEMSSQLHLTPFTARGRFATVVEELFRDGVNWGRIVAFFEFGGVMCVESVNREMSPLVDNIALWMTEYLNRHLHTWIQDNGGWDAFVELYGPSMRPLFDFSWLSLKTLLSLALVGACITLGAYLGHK
# GSH bead fluor: compound fluoresces at 488/530 nm on GSH beads; fluorescence (KMESF) at 10 µM; AID 1776; GSH beads flow cytometry, compound fluorescence 488/530 nm; active compounds read high; actives 0.25% (n = 190,000); in the data active = fluorescence above about 89;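 note: glutathione beads carrying GST-tagged Bcl family fusion proteins plus one bare bead set; values are compound well signal with DMSO vehicle wells as background; inactives centre near 16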
# RGS4-Gao reg: human RGS4-Galphao interaction regulation; P09471; Multiplexed bead flow cytometry, RGS4-Galphao binding; actives lie on both sides; binding response (% of control), % at 10 µM; actives 0.33% (n = 220,000); in the data active = binding response below about 49% or above about 150%; inactive = in between;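 note: fluorescent Galphao activated with aluminum fluoride binding bead-coupled RGS4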
# ABCG2 inh: inhibitors of human ABCG2 transporter, ABCB1 counter-screen; Q9UNQ0; IgMXP3 cells, JC-1 efflux, flow cytometry; inhibition, % at 6.6 µM; actives 0.1% (n = 190,000); AID 1325;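 active = inhibition above 80%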;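 note: 0% = DMSO and 100% = nicardipine control wells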
#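 Test system: IgMXP3 (ABCG2) plus far-red-tagged CCRF-Adr (ABCB1) cells. Reagent: JC-1 dye as substrate. Timing: 10 min exposure at 25 °C with rotation, no wash. Measured by: flow cytometric JC-1 green MFI at 530 nm. Read-out: percent efflux inhibition, scaled nicardipine 100% to DMSO 0%. Control set: nicardipine and DMSO wells.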
# The depositor's hits bear a star; ? = inconclusive. Cut-off read from the data, not from the text of the source, unless noted: active = inhibition above about 40%.
nr	SMILES	Bim-Bcl-XL	Bim-Bcl-B	RGS7-Gao reg	Bim-Bcl-W	RGS8-Gao reg	ABCB1 inh	Bfl-1 Bim block	Bim-Bcl-2	GSH bead fluor	RGS4-Gao reg	ABCG2 inh
1	COc1ccc(Cn2c(O)c(C=Nc3ccccc3)c3ccccc3c2=O)cc1	-2	-4	104	-1	107	0.6	-1	0	34	105	-6
2	COc1cc2c(cc1OC)-c1nnc(C)n1C1(CCCC1)C2	-3	-4	105	-1	99	0.2	-9	-6	14	101	2
3	COc1ccc(NC(=O)CC2Oc3ccccc3NC2=O)cc1 (stereo not given)	-8	-10	99	-8	100	0.2	-9	-7	14	100	4
4	CC(=O)c1ccccc1OC(=O)c1ccco1	0	-1	94	2	102	-0.1	0	-1	25	94	0
5	O=C(C1CCCO1)N(c1ccc(F)cc1)C1C=CS(=O)(=O)C1 (stereo not given)	-2	2	101	-1	98	0.3	-2	-2	28	100	1
6	Nc1ccccc1SCc1cn2cccnc2n1	-5	-15	110	-1	97	0.2	-6	-7	25	99	1
7	O=C1C2CCCCN2C(=O)N1CCN1CCN(c2ccc([N+](=O)[O-])cc2)CC1 (stereo not given)	1	0	107	0	101	0.1	0	2	33	115	0
8	CCOc1ncccc1C(=O)OCC(=O)c1ccc(OC)c(OC)c1	-1	2	100	0	101	0.2	-3	-1	12	101	10
9	Cn1c(SCC(=O)Nc2cc(C(C)(C)C)nn2-c2ccccc2)nc2ccccc21	-2	-4	107	-2	108	0.7	0	-2	10	106	10
10	CCN1/C(=C2\C(=O)N(C)C(=S)N2C)C=Cc2cc(C)ccc21	-6	-8	99	-1	99	0.8	-6	-6	13	99	2
11	Cc1nn(C)c(C)c1S(=O)(=O)NC1CCCc2ccccc21 (stereo not given)	-1	0	107	5	103	0.7	-1	-6	12	112	2
12	O=C(OCC#CCSc1nnc(-c2ccccc2)o1)c1cccs1	-2	-2	104	-1	105	0.2	0	-1	12	99	0
13	CC1(C)Cc2ccccc2C(NNC(=O)c2ccncc2)=N1	-1	0	101	0	105	0.1	-2	0	25	103	1
14	Cc1ccc(C(=O)Nc2ccccc2N2CCN(C(=O)C(C)C)CC2)cc1	-2	-4	96	-6	96	0.8	-3	-3	15	96	2
15	COc1c2occc2c(OC)c2c(=O)cc(C(F)(F)C(F)(F)F)oc12	-2	-5	100	2	100	0.2	-7	-2	27	100	3

# As entered above.
# `O=C(OCC#CCSc1nnc(-c2ccccc2)o1)c1cccs1` in ABCG2 inh shows 0
# `COc1c2occc2c(OC)c2c(=O)cc(C(F)(F)C(F)(F)F)oc12` in ABCG2 inh shows 3

# Carrying on.
nr	SMILES	Bim-Bcl-XL	Bim-Bcl-B	RGS7-Gao reg	Bim-Bcl-W	RGS8-Gao reg	ABCB1 inh	Bfl-1 Bim block	Bim-Bcl-2	GSH bead fluor	RGS4-Gao reg	ABCG2 inh
16	COc1ccc(-c2cc(C(F)(F)F)n3nc(C(=O)N(C)Cc4ccccc4)cc3n2)cc1OC	4	0	99	-1	102	9.6	4	6	11	99	30
17	O=C(Nc1cccnc1Cl)c1cc(-c2ccco2)on1	-5	-1	96	-1	95	0.7	0	-3	18	91	7
18	COCC(C)N=Cc1c(O)[nH]c2ccccc12 (stereo not given)	15	-3	101	0	100	-5.3	-4	0	18	98	-8
19	COCCN1Cc2cccc(C(=O)N3CCN(c4cc(C)ccc4C)CC3)c2C1=O	-3	-5	112	3	107	-1.3	-8	-4	17	113	-2
20	Oc1ccccc1C1=NCCNC(C(F)(F)C(F)F)=C1	-2	0	90	-4	96	0.3	-2	-2	15	93	9
21	O=C(Nc1ccccc1)NC1CS(=O)(=O)CC1O (stereo not given)	1	2	96	2	99	0.1	7	2	50	100	0
22	COC(=O)C(CCCCN1C(=O)C2C3C=CC(C3)C2C1=O)N1C(=O)C2C3C=CC(C3)C2C1=O (stereo not given)	-5	-6	101	-1	99	1.7	-9	-8	27	102	7
23	O=C(O)c1ccc(N=NN2CCCCCC2)cc1	4	5	94	5	76	-0.1	15	9	5	99	-1
24	O=[N+]([O-])c1ccccc1NCc1ccc(Cl)cc1	1	-4	100	3	100	0.1	-7	-3	24	104	4
25	Cc1cccc(C)c1NC(=O)COC(=O)c1cc(-c2cccnc2)nc2ccccc12	-4	-5	108	-5	106	0.2	0	0	13	106	1
26	CCc1ccc2[nH]c(=O)c(CN(Cc3ccccc3)C(=O)Nc3ccccc3OC)cc2c1	-2	-6	103	0	106	3.0	-2	-5	4	107	6
27	Cc1cc(C)n2nc(C(=O)OCC(=O)c3cc(C)n(CC4CCCO4)c3C)nc2n1 (stereo not given)	0	4	99	4	103	1.1	-2	4	18	101	3
28	O=C(COC(=O)CNS(=O)(=O)c1ccc2ccccc2c1)Nc1ccccc1Sc1ccccc1	-8	-3	104	-2	105	0.5	0	-5	10	105	4
29	Cc1cccc(OCCC(=O)Nc2ccc(F)c(Cl)c2)c1	0	-1	98	0	100	0.2	-1	0	23	97	5
30	CCC(NC(=O)c1cccc(Cn2cc([N+](=O)[O-])cn2)c1)c1ccc(C(C)C)cc1 (stereo not given)	-4	-1	110	-3	132	2.4	-6	-3	30	111	14
31	CC(Oc1ccc(Cl)cc1Cl)C(=O)Nc1ccc(OCC(=O)O)cc1 (stereo not given)	-5	-6	99	0	107	-0.7	-2	-3	18	103	-2
32	Cc1cc2cc(CNC(=O)c3ccc(S(=O)(=O)N4CCCCC4)cc3)ccc2n1C	-1	-3	99	2	91	0.5	-7	0	19	95	1
33	Cc1nn(CC(O)CN2c3ccccc3Sc3ccccc32)c(C)c1Br (stereo not given)	-2	-1	105	-1	105	0.8	-3	-4	10	108	3
34	COc1ccc(-n2c(-c3ccccc3)cc3c2CCCC3=O)cc1	-5	1	107	-3	105	0.9	-3	-9	27	104	15
35	CCc1ccc2c(c1)C(c1ccc([N+](=O)[O-])cc1)=NNC(c1ccc(C)cc1)=N2	-3	-6	107	-2	106	1.6	0	-5	6	105	30
36	C=CCn1c(COc2cccc3ccc(C)nc23)nnc1SCC(=O)OC	-1	2	100	2	102	0.2	-4	-1	47	101	1
37	Cn1c(-c2c(N)n(CCc3ccccc3)c3nc4ccccc4nc23)nc2ccccc21	-3	-1	98	0	99	1.3	0	-4	10	97	3
38	CCC(C)(C)NC(=O)c1cccc(NC(=O)C(C)C)c1	0	0	97	-4	101	0.3	0	-8	19	100	1
39	Cn1c(SCC(=O)c2ccccc2)nnc1-c1cccc(N)c1	11	8	77	9	89	0.1	7	7	47	60	0
40	CCOC(=O)c1sc(N)c(C(=O)Nc2ccccc2)c1C	-13	-38	121	-10	92	0.1	6	-7	14	100	1
41	O=C(O)CC(c1cccc(Cl)c1)n1cccc1 (stereo not given)	0	-11	101	-1	105	0.3	-11	-6	53	106	2
42	Cc1cccc(-n2cnc(C(=O)NC3CCCCCC3)c2)n1	-2	-4	99	-3	99	0.6	-1	0	17	100	3
43	CC1=C(SCCC#N)S/C(=C2\SC(C)=C(SCCC#N)S2)S1	2	-15	101	-6	98	0.5	-2	-8	27	101	2
44	O=c1c2ccccc2c(-c2ccc(Br)cc2)nn1Cc1ccccc1	-2	2	105	3	103	0.4	-11	0	21	102	1
45	CSc1nc(O)c(Cc2ccccc2)c(=O)[nH]1	0	-1	100	-2	101	0.2	-3	0	51	100	1

# Quoted from above, compounds 14–18
nr	SMILES	Bim-Bcl-XL	Bim-Bcl-B	RGS7-Gao reg	Bim-Bcl-W	RGS8-Gao reg	ABCB1 inh	Bfl-1 Bim block	Bim-Bcl-2	GSH bead fluor	RGS4-Gao reg	ABCG2 inh
14	Cc1ccc(C(=O)Nc2ccccc2N2CCN(C(=O)C(C)C)CC2)cc1	-2	-4	96	-6	96	0.8	-3	-3	15	96	2
15	COc1c2occc2c(OC)c2c(=O)cc(C(F)(F)C(F)(F)F)oc12	-2	-5	100	2	100	0.2	-7	-2	27	100	3
16	COc1ccc(-c2cc(C(F)(F)F)n3nc(C(=O)N(C)Cc4ccccc4)cc3n2)cc1OC	4	0	99	-1	102	9.6	4	6	11	99	30
17	O=C(Nc1cccnc1Cl)c1cc(-c2ccco2)on1	-5	-1	96	-1	95	0.7	0	-3	18	91	7
18	COCC(C)N=Cc1c(O)[nH]c2ccccc12 (stereo not given)	15	-3	101	0	100	-5.3	-4	0	18	98	-8

# The list continues.
nr	SMILES	Bim-Bcl-XL	Bim-Bcl-B	RGS7-Gao reg	Bim-Bcl-W	RGS8-Gao reg	ABCB1 inh	Bfl-1 Bim block	Bim-Bcl-2	GSH bead fluor	RGS4-Gao reg	ABCG2 inh
46	Cc1ccccc1C(=O)N[C@H](C(=O)OCC(=O)c1ccc[nH]1)C(C)C	-9	-6	103	-8	104	0.8	0	-5	12	103	29
47	Cc1ccc2cc(/C=C3\N=C(c4ccccc4)OC3=O)c(N3CCOCC3)nc2c1	-7	-7	94	-3	81	1.9	-13	-1	31	94	9
48	COc1ccc(S(=O)(=O)N2CCCC2C(=O)Nc2ccc(C)cc2)cc1 (stereo not given)	-7	-7	100	2	99	0.8	-11	-7	9	100	16
49	CCCCn1c(NCc2ccccc2NS(=O)(=O)c2ccc(C)cc2)nc2ccccc21	0	2	101	0	103	0.3	-1	3	16	103	2
50	COc1ccc(-c2ccc(SCC(=O)c3cccs3)nn2)cc1	-1	-4	?	0	100	0.1	-4	0	19	101	8
51	COc1ccc(C)cc1NC(=O)C(=O)N/N=C(\C)CC(=O)Nc1cccnc1	-1	-2	104	0	101	0.1	-1	2	7	100	0
52	CC(=O)Nc1cccc(-c2cn3ccccc3n2)c1	-2	-1	100	0	100	0.1	-1	-2	18	101	21
53	O=C1OCCN1/N=C/c1ccc([N+](=O)[O-])o1	-3	-3	103	-3	103	-0.2	-2	0	18	103	0
54	O=C(c1ccco1)n1nc(-c2ccc(Cl)cc2)nc1NCc1ccco1	-10	-7	103	2	112	0.0	-5	-4	46	108	14
55	CCn1cc(C(=O)Nc2ccc(NC(=O)c3ccco3)cc2)c(=O)c2ccc(C)nc21	-8	-8	97	-1	100	-4.5	-3	-7	10	95	-7
56	CN(C)/C=N/c1ncc(C(=O)c2ccccc2)s1	-4	-3	108	-7	102	0.5	-3	-5	18	109	4

# Some of the entries so far, with two lines to a compound:
# Value order – Bim-Bcl-XL | Bim-Bcl-B | RGS7-Gao reg | Bim-Bcl-W | RGS8-Gao reg | ABCB1 inh | Bfl-1 Bim block | Bim-Bcl-2 | GSH bead fluor | RGS4-Gao reg | ABCG2 inh
54: O=C(c1ccco1)n1nc(-c2ccc(Cl)cc2)nc1NCc1ccco1
    -10 | -7 | 103 | 2 | 112 | 0.0 | -5 | -4 | 46 | 108 | 14
55: CCn1cc(C(=O)Nc2ccc(NC(=O)c3ccco3)cc2)c(=O)c2ccc(C)nc21
    -8 | -8 | 97 | -1 | 100 | -4.5 | -3 | -7 | 10 | 95 | -7

# Bioassay records from PubChem.
